KCNK3 block = human KCNK3 channel inhibitors, primary screen, CHO cells, FluxOR thallium flux, B-score; FluxOR fluorescence; hits give low values; actives 0.84% (n = 340,000); Potassium channel subfamily K member 3 (Homo sapiens), O14649; AID 602410, 2012; B-score at 10 µM;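 active = B-score under library mean minus 4 SD, starting fluorescence ratio at most library mean plus 5 SD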;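 also: more negative B-score means stronger inhibition of thallium flux through KCNK3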
Target sequence (O14649 whole entry, looked up): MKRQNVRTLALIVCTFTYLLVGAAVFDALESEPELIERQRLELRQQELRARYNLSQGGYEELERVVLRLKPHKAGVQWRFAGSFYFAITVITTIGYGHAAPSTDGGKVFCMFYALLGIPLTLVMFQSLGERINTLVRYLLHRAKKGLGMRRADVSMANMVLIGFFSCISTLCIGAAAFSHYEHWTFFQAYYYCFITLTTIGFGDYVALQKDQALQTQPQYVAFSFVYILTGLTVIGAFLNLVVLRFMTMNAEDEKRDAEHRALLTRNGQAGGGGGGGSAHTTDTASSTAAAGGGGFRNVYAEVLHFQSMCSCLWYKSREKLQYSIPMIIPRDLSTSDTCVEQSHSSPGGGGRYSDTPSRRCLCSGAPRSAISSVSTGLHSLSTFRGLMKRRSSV
The depositor's hits bear a star; i = inactive. Some of the compounds tested, so the mix of outcomes need not match the whole.

A first look:
SMILES	KCNK3 block
Cc1c(C(=O)N2CC(C(=O)N3CCCCC3)Oc3ccccc32)oc2ccccc12 (stereo not given)	i
CCOc1ccc(NC(=O)CN(C)C(=O)c2ccc3c(c2)S(=O)(=O)N=C2CCCCCN23)cc1OCC	i
O=C1NC(=S)NC(=O)C1=Cc1ccccc1C(=O)O	i
OCC1OC(n2cnc3c(SCc4ccccc4)nc(F)nc32)C(O)C1O (stereo not given)	i
Nc1c(Br)cc(Br)c2c1C(=O)c1c(cccc1S(=O)(=O)O)C2=O	i
CSc1nnnc2ccccc12	i
Fc1ccc(-c2ccc3c(c2)C2CC3CCN2)cc1 (stereo not given)	i

Main list, from the first entry:
SMILES	KCNK3 block
Cc1c(C(=O)N2CC(C(=O)N3CCCCC3)Oc3ccccc32)oc2ccccc12 (stereo not given)	i
CCOc1ccc(NC(=O)CN(C)C(=O)c2ccc3c(c2)S(=O)(=O)N=C2CCCCCN23)cc1OCC	i
O=C1NC(=S)NC(=O)C1=Cc1ccccc1C(=O)O	i
OCC1OC(n2cnc3c(SCc4ccccc4)nc(F)nc32)C(O)C1O (stereo not given)	i
Nc1c(Br)cc(Br)c2c1C(=O)c1c(cccc1S(=O)(=O)O)C2=O	i
CSc1nnnc2ccccc12	i
Fc1ccc(-c2ccc3c(c2)C2CC3CCN2)cc1 (stereo not given)	i
CCCCSc1n[nH]c(=S)c2nc[nH]c12	i
CCC(C)NC(=O)C1(N2C(=O)c3ccccc3C2=O)CCCC1 (stereo not given)	i
O=C1NC[C@H](Cc2ccccc2)N(C[C@H]2CCCN2C[C@H](Cc2ccc(O)cc2)N2C[C@H](Cc3ccc(O)cc3)N(CC3CCCCCC3)C(=O)C2=O)C1=O	i
C=C(CN(C)C)C(=O)c1ccc2c(c1)OCO2	i
COC(=O)c1ccccc1S(=O)(=O)NNC(=O)C1COc2ccccc2O1 (stereo not given)	i
Cc1cc(C)cc(NC(=O)C(c2ccccc2)N2CCN(CC(=O)N3CCCC3)CC2)c1 (stereo not given)	i
COC(=O)Cn1cnc2c(Cl)nc(F)nc21	i
COc1ccc(-c2noc(CCC(=O)N3CCN(c4ccc(C(F)(F)F)cc4)CC3)n2)cc1	i
CCC(=O)NC1=C(Cl)C(=O)C(NC(=O)CC)=C(Cl)C1=O	-11.3*
COc1ccc(C(=O)Nc2ccc(C)c(S(=O)(=O)N3CCOCC3)c2)cc1S(=O)(=O)N1CCCC1	i
Cn1c(=O)c2c(nc(CCC3CCCC3)n2C)n(C)c1=O	i
Cc1ccc(C)c(N2CCN(C(=O)CCc3nc(-c4cccc(C(F)(F)F)c4)no3)CC2)c1	i
O=C(COC(=O)Cc1ccsc1)Nc1ccc(F)cc1Cl	i
O=C(Nc1ccn(CCCNCc2ccccn2)c(=O)n1)OCc1ccccc1	i
O=[N+]([O-])c1c(O)c(Cl)cc(Cl)c1Cl (tested in a mixture with another compound)	i
CC1CCCCC1NC(=O)COc1ncnc2sccc12 (stereo not given)	i
O=C(O)c1ccccc1C=NN1CCCCCC1	i
Cc1cc(C(=O)CCC(=O)N(C)CC(=O)Nc2ccc(OC(F)(F)F)cc2)c(C)s1	i
O=C1c2ccccc2C(=O)N1C1(C(=O)NC2(C(=O)O)CCCC2)CCCC1	i
S=C(Nc1ccccc1)N1CCN(c2ccccc2)CC1	i
Cc1c(N)cccc1Cl	i
CCN(C(=O)CSc1nnc(-c2ccccc2OC)n1N)c1c(N)n(Cc2ccccc2)c(=O)[nH]c1=O	i
COc1ccc(C(=O)OCC(=O)Nc2c(C)n(C)n(-c3ccccc3)c2=O)cc1OC	i
CCOc1ccc(NC(=O)CN(C)C(=O)C2CCN(C(=O)Nc3ccccc3)CC2)cc1OCC	i
CCN1C[C@@H]2[C@@H]3C(=O)N(Cc4ccccc4)C(=O)[C@@H]3[C@](CC)(C(=O)OC)N2C1=NCc1ccccc1	i
C(=Cc1c[nH]c2ccccc12)c1ccc2ccccc2n1	i
Oc1c(C(c2ccccc2)N2CCOCC2)ccc2ccccc12 (stereo not given)	i
CCn1c(=O)n(C)c2c(=O)n(C)c(=O)n(C)c21	i
COc1ccc(NC(=O)COc2ccccc2Cl)cc1S(=O)(=O)N1CCCCC1	i
O=C(NCCCCc1ccccc1)c1cccc(NC(=O)C2CCCC2)c1	i
Clc1ccc2c(SCC3CO3)c3ccccc3nc2c1 (stereo not given)	i
O=C(C1CCCCC1)N1CCC2CC1c1cc(Cl)ccc12 (stereo not given)	i
O=C(O)C(C=C(Cl)Cl)N1CCOCC1 (stereo not given)	i

Sorted by molar mass (highest first): part of the list above.
SMILES	KCNK3 block
CCN1C[C@@H]2[C@@H]3C(=O)N(Cc4ccccc4)C(=O)[C@@H]3[C@](CC)(C(=O)OC)N2C1=NCc1ccccc1	i
CCOc1ccc(NC(=O)CN(C)C(=O)C2CCN(C(=O)Nc3ccccc3)CC2)cc1OCC	i
O=C(C1CCCCC1)N1CCC2CC1c1cc(Cl)ccc12 (stereo not given)	i
C(=Cc1c[nH]c2ccccc12)c1ccc2ccccc2n1	i
O=C(O)c1ccccc1C=NN1CCCCCC1	i
O=[N+]([O-])c1c(O)c(Cl)cc(Cl)c1Cl (tested in a mixture with another compound)	i

Next structures:
SMILES	KCNK3 block
NC(=O)c1ccc(=O)n(C2OC(CO)C(O)C2O)c1 (stereo not given)	i
OC(CCN1CC2CCC(CC2)C1)(Cc1ccccc1)c1ccco1 (stereo not given)	i
O=C(O)c1cnnc2ccccc12	i
N#CC1(C(N)=O)OC12CCS(=O)(=O)c1ccccc12 (stereo not given)	i
CN(CC(=O)Nc1cccc(F)c1)CC(=O)Nc1cccc(S(=O)(=O)N(C)c2ccccc2)c1	-9.32*
Cn1c(=O)c2[nH]c(C3CC4CCC3C4)nc2n(C)c1=O (stereo not given)	i
C[C@]12c3[nH]c4ccc(Cl)cc4c3CCN1C(=O)[C@@H](CC(=O)NCCc1ccccn1)C[C@@H]2C(=O)N1CCOCC1	i
CN(C(=O)c1ccc(NC(=O)Cc2cccc(NC(=O)C3CCCN(C(=O)CCc4ccccc4)C3)c2)cc1)C1CC1 (stereo not given)	i
COc1ccc(S(=O)(=O)N2CCCCC2)cc1NC(=O)c1cccc(S(=O)(=O)N2CCOCC2)c1	i
COC(=O)[C@H](Cc1ccccc1)NC(=O)Cn1cnc2c(NCc3ccccc3)ncnc21	i
c1cc2c3c(cccc3c1)NC1(CCCC1)N2	i
C=C1C(=O)O[C@H]2C[C@H]1[C@@H](OC(C)=O)C/C(C)=C/CC/C(C)=C\CC[C@]2(C)O	i
O=C(NCCCc1ccccc1)c1cccc(NC(=O)C2CCCCC2)c1	i
CC(C)C[C@@H](CN1CCC[C@@H]1CN1C(=O)C(=O)NC[C@@H]1Cc1ccccc1)N1C[C@H](Cc2ccc(O)cc2)N(CC2CCCCCC2)C(=O)C1=O	i
O=C(NC1c2ccccc2Oc2ccccc21)c1ccc([N+](=O)[O-])cc1	i
CCN(c1ccccc1)S(=O)(=O)c1ccc(C(=O)NCc2ccco2)cc1	i
Nc1ccc2c(c1)C(O)c1ccc(Cl)cc1-2 (stereo not given)	i
COc1ccc(N(CC(=O)Nc2ccc3c(c2)OCCO3)S(=O)(=O)c2cccc(C)c2)cc1	i
Nc1ncnc2c1ncn2[C@@H]1O[C@H](CNC(=O)[C@@H](N)COCc2ccccc2)[C@@H](O)[C@H]1O	i
O=C1NC(=S)SC1=Cc1ccc(Cl)cc1	i
C#CCOCCOCCOCCNc1nc(N2CCN(C(=O)Cn3cc(CCO)nn3)CC2)nc(N2CCN(C(=O)[C@H](CCCCN)n3cc(CCCC)nn3)CC2)n1	i
CCCCN1C(=O)C(C(=O)OCc2ccccc2)CC2=C1CCCC2=O (stereo not given)	i
Cc1cn(CC(=O)NCC2CCCO2)c(=O)[nH]c1=O (stereo not given)	i
COCCN(CC(=O)Nc1cccc(S(=O)(=O)N2CCCC2)c1)Cc1nc2ccccc2c(=O)[nH]1	i
C[C@@H](c1ccccc1)N1Cc2ccccc2Oc2cc(Br)ccc2S1(=O)=O	i
COc1ccc(S(=O)(=O)N2CCOCC2)cc1NC(=O)C1CCCN1C(=O)c1cccs1 (stereo not given)	i
CC(Nc1ccc([N+](=O)[O-])cc1[N+](=O)[O-])c1ccccc1 (stereo not given)	i
CN(C(=O)c1cccc(NC(=O)Cc2cccc(NC(=O)C3CCN(C(=O)C4CC4)CC3)c2)c1)C1CCC1	i
CC(C)(C)OC(=O)N1CCC(C(=O)Nc2ccc(C(=O)NCCc3ccccc3)cc2)CC1	i
CC[C@H](C)[C@H]1CNC(=S)N1CC1CCN(CCC23CC4CC(CC(C4)C2)C3)CC1	i
Cc1ccc(S(=O)(=O)N2CCN(C(=O)/C=C/c3ccccc3)CC2)cc1C	i
Cc1nc2cc3ccccc3cc2s1	i
O=C(O)CCC1(C(=O)O)CCC(=O)c2ccccc21 (stereo not given)	i
c1ccc(CN2CCC3CC2c2cc(N4CCOCC4)ccc23)cc1 (stereo not given)	i
COc1ccc(-c2nnc(SCC(=O)NC3CCCCC3)n2N)cc1	i
COc1cc(CNCc2ccncc2)ccc1OCC(N)=O	i
Cc1c[n+]([O-])ccc1[N+](=O)[O-]	i
O=C(COc1ccc(F)cc1Br)Nc1ccccc1N1CCOCC1	i
CC(=O)c1ccc(OC(=O)Oc2ccc(C(C)=O)cc2)cc1	i
O=C(C[C@H]1C[C@H](C(=O)N2CCOCC2)[C@@]2(CCC3CCCC3)c3[nH]c4ccc(Cl)cc4c3CCN2C1=O)NCCCn1ccnc1	i

Exported with the structure last: 2 of the compounds above
KCNK3 block | compound
i | Cc1cn(CC(=O)NCC2CCCO2)c(=O)[nH]c1=O (stereo not given)
i | COc1cc(CNCc2ccncc2)ccc1OCC(N)=O

Additional results follow.
SMILES	KCNK3 block
CCCCn1c(N)c(N(CC(C)C)C(=O)CSc2nn(-c3ccc(F)cc3)c(=S)s2)c(=O)[nH]c1=O	i
COc1ccc(-c2c(-c3ccc4c(c3)OCO4)c3ccccc3n2C)cc1	i
O=S1(=O)c2c(F)cccc2O[C@@H](COCc2ccccc2)CN1CCc1ccc(F)cc1	i
CC[C@H](C)[C@H]1CNC(=S)N1CC1CCN(CCCCc2ccccc2)CC1	i
O=C(O)c1cccc2c1-c1ccc(Cl)cc1C2	i
COc1ccc(-n2cnc(=S)[nH]c2=S)cc1	i
O=C(c1ccccc1)C(Nc1cccc([N+](=O)[O-])c1)c1ccccc1 (stereo not given)	i
COc1ccc(C(=O)NCC(=O)N2CCN(C(=O)c3ccco3)CC2)cc1OC	i
Cc1ccc(S(=O)(=O)Nc2ncnc3sccc23)cc1C	i
Nc1nc(NC2CCCC2)cc(=O)[nH]1	i
CNc1nc(=O)n(C2CCCO2)cc1C (stereo not given)	i
Cc1cccc(-n2c(CCCN3C(=O)c4ccccc4C3=O)nc3ccccc3c2=O)n1	i
CC(C)c1ccc(Oc2cccc3c2S(=O)(=O)N(C2CCCC2)CC(COCc2ccccc2)O3)cc1 (stereo not given)	i
C[C@]12c3[nH]c4ccc(Cl)cc4c3CCN1C(=O)[C@@H](CC(=O)NCc1cccc(C(F)(F)F)c1)C[C@@H]2C(=O)N1CCOCC1	i
COc1cc(OCc2ccc(C)cc2)ccc1CNC[C@H]1O[C@@H](n2cnc(C(N)=O)n2)[C@H](O)[C@@H]1O	i
OC(COc1ccccc1)CN1CCN(c2ccccc2)CC1 (stereo not given)	i
CN(C(=O)c1cccc(NC(=O)Cc2ccc(NC(=O)C3CCN(C(=O)c4ccccc4)CC3)cc2)c1)C1CCCCC1	i
Cc1cc(O)c(C(C)C)cc1NC(=O)Nc1cc(Cl)ccc1Cl	-11.8*
O=C(OCc1ccccc1)N1CCC2CC1c1cc(NCCc3ccccc3)ccc12 (stereo not given)	i
CCOC(=O)C1C(=O)C(=O)N(C2CCCCC2)C1C(=O)OCC (stereo not given)	i
CC(C)C[C@H]1CNC(=S)N1CC1CCCN1C[C@H](CC(C)C)N1C[C@H](CC(C)C)N(CCc2ccccc2)C1=S (stereo not given in full)	i
S=C(Nc1cccc2ccccc12)NN1CCCCCC1	i
CCSc1cnnc2ccccc12	i
Cc1ccccc1-c1cccc([C@@H]2C[C@H]3C(CN2)CON3C)c1 (stereo not given in full)	i
CCCC1SCC(C)(C)NC1=O (stereo not given)	i
COC(=O)c1ccc(CNC(=O)Cn2cnc(C(=O)Nc3ccc(C)c(C)c3)n2)cc1	i
CC(C)(C)[C@@H]1COC(=O)[C@H](Cc2ccc(F)cc2)CC/C=C\C[C@@H](CC(=O)NCCO)C(=O)N1	i
Cn1c(SCC(=O)NC2CCCc3ccccc32)nnc1C1CC1 (stereo not given)	i
CC[C@]12c3[nH]c4cc(-c5ccco5)ccc4c3CCN1C(=O)[C@@H](CC(=O)NCC13CC4CC(CC(C4)C1)C3)C[C@@H]2C(=O)N1CCN(C(=O)C2CC2)CC1	i
Cc1ccc2nc(SCC(=O)N3CCCc4ccccc43)nc(=O)n2c1	i
CCN1C[C@@H]2[C@@H]3C(=O)N(Cc4ccccc4)C(=O)[C@@H]3[C@](C)(C1=O)N2C(=O)c1ccc(F)cc1	i
Cc1ccc(S(=O)(=O)N(C)c2ccc(OC(=O)c3cc(=O)[nH]c4ccccc34)cc2)cc1	i
CC1CC(=O)Nc2ccccc2N1C(=O)Cn1cnc2ccc(Br)cc2c1=O (stereo not given)	i
C[C@]12c3[nH]c4ccc(Cl)cc4c3CCN1C(=O)[C@@H](CC(=O)NCCC1=CCCCC1)C[C@@H]2C(=O)N1CCOCC1	i
CC(C)CN(C(=O)COC(=O)c1cc2ccccc2cc1O)c1c(N)n(Cc2ccccc2)c(=O)[nH]c1=O	i
O=C1C(=O)C(c2ccccc2)C(=O)C1c1ccccc1 (stereo not given)	i
CN(C)C(=O)CCc1ccc2c3c([nH]c2c1)[C@]1(C)[C@@H](C(=O)N2CCCCC2)C[C@H](CC(=O)NC(C)(C)C)C(=O)N1CC3	i
Cn1cnc2ncnc(Oc3ccc(Br)cc3)c21	i
